CHO parental Ca – ATP-evoked calcium signal inhibitors, parental CHO, primary screen, counter-screen for OX1R antagonist project, cell-based, fluorescence, Fluo-8 calcium dye; inhibition, % at 5.6 µM; parental CHO-K1, ATP-induced calcium, Fluo-8 fluorescence; AID 463079, 2010; 0.63% of 330,000 active;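 active = inhibition above that plate's mean sample inhibition plus 3 SD, cut at about 26% in these data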;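 also: 0% = ATP-challenged DMSO wells and 100% = DMSO wells without ATP; some compounds past the cut are filed as inactive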
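Material – parental CHO cells · Reagent – ATP stimulus · Compound – single nominal dose of 5.6 µM per compound · Detection – Fluo-8 fluorescence · Read-out basis – percent inhibition of calcium signal · Controls – ATP-challenged DMSO wells low, unchallenged DMSO wells high · Repeats – no replicates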
M1 ag parental – counter-screen for M1 agonists: effect in parental CHO-K1 cells; 0.48% of 360,000 active; AID 602248, 2012; activation, % at 3 µM; Fluo-8 calcium fluorescence; scaled to maximal ATP response, vehicle zero; in the data active = activation above about 15%;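 also: untransfected CHO-K1 host cells lacking M1 receptor as counterscreen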
V1aR counter – agonists of human V1a receptor, primary screen, counter-screen for OXTR agonist project, fluorescence, CHO-V1R cells. activation, % at 3 µM. 0.25% of 320,000 active. Fluo-8 calcium fluorescence, agonist mode; 0% DMSO, 100% 3 nM vasopressin. Vasopressin V1a receptor (Homo sapiens), P37288;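 active = activation above the mean activation of all tested compounds plus 3 SD, per screening run, cut at about 20% in these data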;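 also: signal is peak over basal fluorescence ratio across a 100 second FLIPR read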
CHO-K1 Ca PAM – nonselective calcium activators in parental CHO-K1 cells, primary screen, counter-screen for M1 PAM project, cell-based, Fluo-8 calcium fluorescence, full deck, 1536-well; ATP EC20; 0% at ATP EC20, 100% at ATP max; 0.02% of 360,000 active; activation, % at 3 µM;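 active = activation above the run cutoff, the mean activation of all test compounds plus 3 SD, cut at about 40% in these data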;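 also: peak over basal fluorescence ratio in a 140 s read after ATP addition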
CHRM1 agonist – human M1 muscarinic receptor agonists, primary screen, Fluo-8 calcium fluorescence, CHO-K1 cells, HTS | Muscarinic acetylcholine receptor M1 (Homo sapiens), P11229 | CHO-K1 hM1, agonist mode; 0% DMSO, 100% acetylcholine EC100 | activation, % at 3 µM | 0.33% of 360,000 active | AID 588814, 2011;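 active = activation above the run's mean compound activation plus 3 SD, cut at about 16% in these data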;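 also: peak over basal fluorescence ratio within a 140 s kinetic read after compound addition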
TAAR1 antag – human TAAR1 antagonists, primary screen, Fluo-8 calcium fluorescence, CHO RD-HGA16 cells; Trace amine-associated receptor 1 (Homo sapiens), Q96RJ0; antagonist; inhibition, % at 3 µM; 1.5% of 360,000 active;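 active = inhibition above a per-plate cutoff, the mean inhibition of test compounds on that plate plus 3 SD, cut at about 49% in these data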;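 also: 0% = DMSO plus EC80 beta-PEA response and 100% = DMSO alone without agonist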
Target sequence (Q96RJ0 whole entry, looked up): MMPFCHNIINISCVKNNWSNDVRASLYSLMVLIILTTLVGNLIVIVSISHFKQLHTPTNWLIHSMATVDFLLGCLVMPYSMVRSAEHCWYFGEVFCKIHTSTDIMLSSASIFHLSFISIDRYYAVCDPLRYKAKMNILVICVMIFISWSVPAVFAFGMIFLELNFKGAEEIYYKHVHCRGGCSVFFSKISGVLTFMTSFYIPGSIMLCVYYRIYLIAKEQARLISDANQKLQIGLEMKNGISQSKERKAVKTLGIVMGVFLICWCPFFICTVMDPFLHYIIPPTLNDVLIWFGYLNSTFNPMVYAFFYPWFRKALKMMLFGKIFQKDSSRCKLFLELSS
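Assay system: RD-HGA16 CHO cells with stable hTAAR1 and Gα16 / Reagent: EC80 β-phenethylamine stimulus / Doses: 3 µM, single point / Timing: dye loading 75 min at 37 °C, then 30 min room temperature / Measured by: Fluo-8 intracellular calcium dye fluorescence, real-time kinetic reads / Controls: vehicle wells and EC80 agonist wells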
CHO-K1 Ca antag – M1 antagonist counterscreen hit in parental CHO-K1 cells; ATP-induced calcium, Fluo-8 fluorescence; inhibition, % at 3 µM; 0.6% of 360,000 active; AID 602250;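 active = inhibition above a per-plate cutoff, the plate's mean sample inhibition plus 3 SD, cut at about 24% in these data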;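 also: 0% = DMSO plus EC80 ATP and 100% = DMSO alone without ATP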
TAAR1 ag – human TAAR1 agonists, primary screen, Fluo-8 calcium fluorescence, CHO RD-HGA16 cells; 0.99% of 360,000 active; vehicle wells 0%, saturating PEA agonist 100%; activation, % at 3 µM; Trace amine-associated receptor 1 (Homo sapiens), Q96RJ0;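 active = activation above the mean activation of all test compounds in the run plus 3 SD, cut at about 38% in these data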
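Repeats: no replicates (n 1) | Material: CHO-derived RD-HGA16 cells with stable Gα16 and human TAAR1 | Technique: Kinetic Fluo-8 calcium fluorescence | Schedule: 17-24 h seeding, 75 min 37 °C dye, 30 min RT | Evaluation: % activation from peak over basal fluorescence ratio, DMSO-to-PEA scaled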
OXTR potentiate – human OXTR potentiators, primary screen, fluorescence, CHO-OTR cells, Fluo-8 calcium. 0.061% of 320,000 active. Fluo-8 calcium fluorescence, potentiator mode; 0% = oxytocin EC15, 100% = EC100. activation, % at 3 µM. Oxytocin receptor (Homo sapiens), P30559;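 active = activation above that plate's cutoff, the mean activation of tested compounds plus 3 SD, cut at about 6.6% in these data, passing the limit was not always enough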;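 also: 100% uses oxytocin at 75 nM as the full agonist control; some results filed as inactive read as strong as hits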
Target sequence (P30559 whole entry, looked up): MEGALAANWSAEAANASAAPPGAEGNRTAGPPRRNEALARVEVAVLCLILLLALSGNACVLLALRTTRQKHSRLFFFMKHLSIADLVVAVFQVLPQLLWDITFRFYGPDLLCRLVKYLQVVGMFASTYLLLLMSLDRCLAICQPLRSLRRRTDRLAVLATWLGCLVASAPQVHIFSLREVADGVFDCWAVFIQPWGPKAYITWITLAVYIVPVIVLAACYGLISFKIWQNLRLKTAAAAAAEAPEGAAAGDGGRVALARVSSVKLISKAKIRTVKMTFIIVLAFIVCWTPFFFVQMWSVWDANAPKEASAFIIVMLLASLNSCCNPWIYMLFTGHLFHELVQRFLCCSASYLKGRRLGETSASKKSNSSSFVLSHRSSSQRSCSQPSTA
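Measured by – Fluo-8 calcium dye fluorescence · Test system – human OTR in CHO cells · Dosing – one concentration, 3.0 µM compound · Controls – EC15 oxytocin alone as 0%, 75 nM oxytocin as 100% · Evaluation – normalized max/min fluorescence ratio, % activation · Timing – 6 min pre-incubation, 100 s read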
The depositor's hits bear a star.

For COC(=O)c1cc(C(=O)OCC(=O)Nc2ccccc2OC(F)F)cc([N+](=O)[O-])c1 the results were CHO parental Ca -4, M1 ag parental 1.3, V1aR counter 0.1, CHO-K1 Ca PAM 19, CHRM1 agonist -9, TAAR1 antag -9, CHO-K1 Ca antag -3, TAAR1 ag 2 and OXTR potentiate -3.
C=CCNC(=S)N1CCOCC1 was read as CHO parental Ca -17, M1 ag parental 0.8, V1aR counter 0.7, CHO-K1 Ca PAM 14, CHRM1 agonist -4, TAAR1 antag -32, CHO-K1 Ca antag -4, TAAR1 ag 8 and OXTR potentiate 0.
CCOc1ccc2c(c1)C(=NNC(=O)c1ccncc1)c1cc(OCC)ccc1-2 was read as CHO parental Ca -2, M1 ag parental 0.7, V1aR counter -0.3, CHO-K1 Ca PAM 19, CHRM1 agonist -3, TAAR1 antag -16, CHO-K1 Ca antag -4, TAAR1 ag 6 and OXTR potentiate -2.
`CCNC(=O)C(CC(C)C)NC(=O)C(CO)NC(=O)C1CCC(=O)N1` (configuration not stated) gave CHO parental Ca -18, M1 ag parental -0.2, V1aR counter 0.1, CHO-K1 Ca PAM -8, CHRM1 agonist -2, TAAR1 antag -6, CHO-K1 Ca antag 1, TAAR1 ag 1 and OXTR potentiate -3.
For CSc1nc2c(c(=O)[nH]1)C(c1ccc(C(F)(F)F)cc1)CC(=O)N2 (configuration not stated) the results were CHO parental Ca -4, M1 ag parental 1.5, V1aR counter 1.0, CHO-K1 Ca PAM 16, CHRM1 agonist -4, TAAR1 antag 5, CHO-K1 Ca antag -4, TAAR1 ag 1 and OXTR potentiate -5.
For CCNC(=O)CC1C(=O)N(c2ccc(F)cc2)C(=O)N1CCC(C)C (configuration not stated) the results were CHO parental Ca -17, M1 ag parental 0.8, V1aR counter 1.5, CHO-K1 Ca PAM 22, CHRM1 agonist -4, TAAR1 antag 16, CHO-K1 Ca antag -16, TAAR1 ag 3 and OXTR potentiate 4.
For C=C(C)CSc1nc2c(c(=O)[nH]c(=O)n2C)n1Cc1ccccc1 the results were CHO parental Ca -7, M1 ag parental 0.8, V1aR counter -0.6, CHO-K1 Ca PAM 3, CHRM1 agonist -10, TAAR1 antag -2, CHO-K1 Ca antag -4, TAAR1 ag -1 and OXTR potentiate -1.
Screening COc1ccc(OC)c(S(=O)(=O)NC2CCN(Cc3ccccc3)CC2)c1 returned CHO parental Ca -5, M1 ag parental 0.3, V1aR counter -0.3, CHO-K1 Ca PAM 0, CHRM1 agonist -12, TAAR1 antag -19, CHO-K1 Ca antag -9, TAAR1 ag 3 and OXTR potentiate 0.
`Cc1c(C(=O)Nc2cccc(S(=O)(=O)N3CCCC3)c2)oc2ccccc12` gave CHO parental Ca -26, M1 ag parental 0.7, V1aR counter 0.1, CHO-K1 Ca PAM 17, CHRM1 agonist -4, TAAR1 antag -8, CHO-K1 Ca antag -11, TAAR1 ag 0 and OXTR potentiate -14.
`Cc1cc(C(=O)N(C)Cc2ccc(Br)cc2)no1` gave CHO parental Ca -5, M1 ag parental -0.2, V1aR counter 0.8, CHO-K1 Ca PAM -7, CHRM1 agonist -6, TAAR1 antag -25, CHO-K1 Ca antag 8, TAAR1 ag 0 and OXTR potentiate -9.
For CN(C)c1cccc(C(=O)N/C=C/n2cnc3cc(C(F)(F)F)ccc32)c1 the results were CHO parental Ca -6, M1 ag parental 0.2, V1aR counter 0.4, CHO-K1 Ca PAM -5, CHRM1 agonist -2, TAAR1 antag 0, CHO-K1 Ca antag -4, TAAR1 ag -1 and OXTR potentiate 3.
CC(C)(C)c1ncc(S(=O)(=O)c2ccc(C(F)(F)F)cn2)c(N)n1 was read as CHO parental Ca -2, M1 ag parental 1.7, V1aR counter 2.2, CHO-K1 Ca PAM 12, CHRM1 agonist -1, TAAR1 antag -14, CHO-K1 Ca antag -6, TAAR1 ag 4 and OXTR potentiate -8.
For Cc1ccc2c(c1)N(C(=O)CCC(=O)NCCCN1CCN(C)CC1)CCO2 the results were CHO parental Ca -18, M1 ag parental 4.3, V1aR counter 0.0, CHO-K1 Ca PAM 14, CHRM1 agonist -4, TAAR1 antag -19, CHO-K1 Ca antag 2, TAAR1 ag 1 and OXTR potentiate -6.
`Cc1onc(-c2ccccc2)c1C(=O)N/N=C/c1ccc(O)c([N+](=O)[O-])c1` gave M1 ag parental 1.6, CHO-K1 Ca PAM -21, CHRM1 agonist -2, TAAR1 antag -6, CHO-K1 Ca antag 12 and TAAR1 ag -1.
For CCOC(=O)CN1C(=O)S/C(=C/c2cc(C)n(-c3ccccn3)c2C)C1=O the results were CHO parental Ca -11, M1 ag parental 1.2, V1aR counter 2.4, CHO-K1 Ca PAM 7, CHRM1 agonist -5, TAAR1 antag -4, CHO-K1 Ca antag -5, TAAR1 ag 2 and OXTR potentiate -15.
Screening CCOc1cc(/C=C2/C(=O)ON=C2C)ccc1O returned CHO parental Ca -1, M1 ag parental 1.6, V1aR counter 0.6, CHO-K1 Ca PAM 9, CHRM1 agonist -2, TAAR1 antag 5, CHO-K1 Ca antag -12, TAAR1 ag 1 and OXTR potentiate -3.
COc1ccc(CN(C(=O)c2cc3ccccc3oc2=O)C2CCCCC2)cc1OC was read as CHO parental Ca -20, M1 ag parental 3.1, V1aR counter 0.3, CHO-K1 Ca PAM 1, CHRM1 agonist 0, TAAR1 antag 41, CHO-K1 Ca antag 11, TAAR1 ag 11 and OXTR potentiate -10.
`NC(=O)CC(NC(=O)Cc1cccc2ccccc12)c1ccc(NC2CCN(Cc3ccccc3)CC2)c([N+](=O)[O-])c1` (configuration not stated) gave CHO parental Ca -18, M1 ag parental 0.1, V1aR counter 0.5, CHO-K1 Ca PAM 3, CHRM1 agonist -14, TAAR1 antag 8, CHO-K1 Ca antag 4, TAAR1 ag 4 and OXTR potentiate 3.
Screening CSc1nnc2c(n1)c(C)nn2-c1cccc(C)c1 returned CHO parental Ca -9, M1 ag parental 0.4, V1aR counter -1.0, CHO-K1 Ca PAM 13, CHRM1 agonist -3, TAAR1 antag 3, CHO-K1 Ca antag -8, TAAR1 ag 3 and OXTR potentiate -1.
For COc1ccc(CC(=O)NC2CCN(Cc3nnnn3C(C)(C)C)CC2)cc1OC the results were CHO parental Ca 2, M1 ag parental -0.2, V1aR counter 1.0, CHO-K1 Ca PAM 12, CHRM1 agonist -4, TAAR1 antag -5, CHO-K1 Ca antag 0, TAAR1 ag 4 and OXTR potentiate -1.
O=C(NNC(=O)c1nn(-c2ccc(F)cc2)ccc1=O)c1ccccc1Cl was read as CHO parental Ca -15, M1 ag parental 0.3, V1aR counter 0.6, CHO-K1 Ca PAM 1, CHRM1 agonist -2, TAAR1 antag 4, CHO-K1 Ca antag -12, TAAR1 ag 1 and OXTR potentiate -2.
O=C(COc1ccccc1)Nc1ccc(N2CCN(C(=O)c3cccs3)CC2)cc1 was read as CHO parental Ca -4, M1 ag parental 2.8, V1aR counter 11, CHO-K1 Ca PAM -4, CHRM1 agonist -1, TAAR1 antag -16, CHO-K1 Ca antag -1, TAAR1 ag 3 and OXTR potentiate -6.
CC(NC(=O)COC(=O)c1ccc2c(=O)n3c(nc2c1)CCCCC3)c1ccccc1 (configuration not stated) was read as CHO parental Ca -17, M1 ag parental 1.1, V1aR counter 2.4, CHO-K1 Ca PAM -10, CHRM1 agonist -6, TAAR1 antag -3, CHO-K1 Ca antag -19, TAAR1 ag -1 and OXTR potentiate 2.
O=C(CSc1nnc(NC(=O)C2CC(=O)N(c3ccc(F)cc3)C2)s1)NCc1ccco1 (configuration not stated) was read as CHO parental Ca 4, M1 ag parental 0.7, V1aR counter 1.2, CHO-K1 Ca PAM -8, CHRM1 agonist -4, TAAR1 antag -6, CHO-K1 Ca antag -2, TAAR1 ag 0 and OXTR potentiate -1.
For CSc1cccc(NS(=O)(=O)c2ccc(F)cc2)c1 the results were CHO parental Ca -10, M1 ag parental 0.5, V1aR counter 1.1, CHO-K1 Ca PAM 14, CHRM1 agonist -4, TAAR1 antag -1, CHO-K1 Ca antag -3, TAAR1 ag 5 and OXTR potentiate -20.
`COc1cc(NC(=O)c2ccc(Br)o2)ccc1NC(=O)c1ccccc1Cl` gave CHO parental Ca -14, M1 ag parental 0.4, V1aR counter 1.0, CHO-K1 Ca PAM -9, CHRM1 agonist -1, TAAR1 antag 12, CHO-K1 Ca antag 15, TAAR1 ag 11 and OXTR potentiate -6.

4 consecutive records out of the list so far, for reference:
O=C(NNC(=O)c1nn(-c2ccc(F)cc2)ccc1=O)c1ccccc1Cl was read as CHO parental Ca -15, M1 ag parental 0.3, V1aR counter 0.6, CHO-K1 Ca PAM 1, CHRM1 agonist -2, TAAR1 antag 4, CHO-K1 Ca antag -12, TAAR1 ag 1 and OXTR potentiate -2.
O=C(COc1ccccc1)Nc1ccc(N2CCN(C(=O)c3cccs3)CC2)cc1 was read as CHO parental Ca -4, M1 ag parental 2.8, V1aR counter 11, CHO-K1 Ca PAM -4, CHRM1 agonist -1, TAAR1 antag -16, CHO-K1 Ca antag -1, TAAR1 ag 3 and OXTR potentiate -6.
CC(NC(=O)COC(=O)c1ccc2c(=O)n3c(nc2c1)CCCCC3)c1ccccc1 (configuration not stated) was read as CHO parental Ca -17, M1 ag parental 1.1, V1aR counter 2.4, CHO-K1 Ca PAM -10, CHRM1 agonist -6, TAAR1 antag -3, CHO-K1 Ca antag -19, TAAR1 ag -1 and OXTR potentiate 2.
O=C(CSc1nnc(NC(=O)C2CC(=O)N(c3ccc(F)cc3)C2)s1)NCc1ccco1 (configuration not stated) was read as CHO parental Ca 4, M1 ag parental 0.7, V1aR counter 1.2, CHO-K1 Ca PAM -8, CHRM1 agonist -4, TAAR1 antag -6, CHO-K1 Ca antag -2, TAAR1 ag 0 and OXTR potentiate -1.
